Screens deposited in PubChem by several laboratories.
HGIII-sPLA2 inh = human group III sPLA2 inhibitors, primary screen, biochemical, QFRET, BODIPY PC-A2 liposome substrate | QFRET BODIPY PC-A2 liposome hydrolysis, fluorescence | Group 3 secretory phospholipase A2 (Homo sapiens), Q9NZ20 | AID 743126, 2013 | 370,000 tested, 0.56% active | inhibition, % at 12.2 µM;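 active = inhibition above mean plus 3 SD of compounds lying within the high and low control bounds, cut at about 19% in these data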;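 also: 0% = median of test compound wells and 100% = no enzyme DMSO wells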
Target sequence (Q9NZ20 whole entry, looked up): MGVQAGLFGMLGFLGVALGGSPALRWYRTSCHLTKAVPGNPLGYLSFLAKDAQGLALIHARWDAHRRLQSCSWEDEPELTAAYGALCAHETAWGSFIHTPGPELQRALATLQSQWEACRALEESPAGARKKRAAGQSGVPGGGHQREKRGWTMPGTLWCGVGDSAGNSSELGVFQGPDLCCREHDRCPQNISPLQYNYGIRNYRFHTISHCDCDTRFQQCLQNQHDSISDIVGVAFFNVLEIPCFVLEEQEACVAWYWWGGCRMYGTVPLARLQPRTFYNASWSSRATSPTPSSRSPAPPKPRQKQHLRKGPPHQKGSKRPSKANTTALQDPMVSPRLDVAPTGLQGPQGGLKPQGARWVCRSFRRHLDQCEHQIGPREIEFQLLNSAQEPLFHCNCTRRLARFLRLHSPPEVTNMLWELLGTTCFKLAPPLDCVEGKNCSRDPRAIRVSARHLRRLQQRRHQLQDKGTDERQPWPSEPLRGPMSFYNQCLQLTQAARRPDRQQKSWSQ
PLCb3 inh = human PLC-beta3 inhibitors, primary screen, biochemical, fluorescence; Purified PLC-beta3, fluorogenic substrate; inhibition, % at 12.2 µM; 370,000 tested, 0.18% active; in the data active = inhibition above about 11%;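 also: 0% = median of compound wells on plate and 100% = full blocker control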
ssDAF-12 act = S. stercoralis DAF-12 nuclear receptor activators, primary screen, cell-based, luminescence, HEK293, GRIP1 co-expression, lit1-tk-luc; Nuclear hormone receptor DAF-12 (Strongyloides stercoralis); HEK293 ssDAF-12/GRIP1 lit1-tk-luc reporter; % of 3 µM dafachronic acid response; activation, % at 6.8 µM; 370,000 tested, 1% active; AID 652126, 2013;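 active = activation above the mean over all tested compounds plus 3 SD, cut at about 0.9% in these data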;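 also: 0% = DMSO-only wells and 100% = 3 µM delta7-dafachronic acid wells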
Rev-erbA mod = modulators of Rev-erb alpha DNA binding, primary screen, biochemical, FITC-DNA, fluorescence polarization, uHTS; Rev-erbα–FITC-DNA binding, 90 min; activity, % at 10 µM; 370,000 tested, 0.79% active; AID 1259318, 2017;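 active = activity above about 14%, limit read from the data; passing the limit was not always enough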;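 also: 0% = DMSO wells with 35 nM protein and 100% = DMSO wells with 750 nM protein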
hcDAF12 agonist = H. contortus DAF-12 nuclear receptor activators, primary screen, cell-based, luminescence, HEK293, lit1-tk-luc reporter. HEK293 hcDAF-12 lit1-tk-luc reporter; 0% DMSO, 100% Δ7-dafachronic acid. activation, % at 6.8 µM. 370,000 tested, 1.4% active;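 active = activation above the mean of all tested compounds plus 3 SD, cut at about 5.5% in these data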;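 also: 100% = response to 3 µM Δ7-dafachronic acid high control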
DAX1 inh-1 = DAX1 (NR0B1) inhibitors, primary screen, cell-based, HEK293, Gal4-DAX1, luciferase luminescence | HEK293 Gal4-DAX1 luciferase reporter | inhibition, % at 6.75 µM | 340,000 tested, 0.99% active | AID 504766, 2011;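 active = inhibition above the mean over all tested compounds plus 3 SD, cut at about 4.2% in these data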;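 also: 0% = DAX1-transfected cells with DMSO and 100% = empty-vector control cells with DMSO; inhibition shows as a rise in luminescence from relieved DAX1 repression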
Target sequence (P51843 207-470 limits assumed): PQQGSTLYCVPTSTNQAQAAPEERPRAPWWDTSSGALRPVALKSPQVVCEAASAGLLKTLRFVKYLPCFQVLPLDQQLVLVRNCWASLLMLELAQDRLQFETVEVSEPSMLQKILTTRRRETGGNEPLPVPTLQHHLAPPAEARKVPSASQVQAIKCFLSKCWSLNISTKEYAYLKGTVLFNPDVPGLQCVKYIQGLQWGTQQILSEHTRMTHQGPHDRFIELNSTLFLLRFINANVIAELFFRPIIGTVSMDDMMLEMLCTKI
DAX1 inh-2 = DAX1 (NR0B1) inhibitors on StAR promoter, primary screen, cell-based, luminescence, SF-1 (NR5A1), full-length DAX-1 | HEK293T StAR-luciferase reporter, SF-1/DAX-1 repression relief | inhibition, % at 6.8 µM | 370,000 tested, 1.1% active | AID 652010, 2013;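 active = inhibition above the mean over all tested compounds plus 3 SD, cut at about 3.6% in these data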;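 also: 0% = DAX-1 cells with DMSO and 100% = cells lacking DAX-1 with DMSO; higher inhibition means more luminescence from relief of DAX-1 repression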
hgDAF-12 ag = H. glycines DAF-12 receptor agonists, primary screen, cell-based, luminescence, HEK293, GAL4 fusion, UAS-luciferase; Nuclear hormone receptor DAF-12 (Heterodera glycines), GAL4 fusion; HEK293 GAL4-hgDAF12 UAS-luciferase reporter, agonist luminescence; normalized to butyrate control; activation, % at 6.8 µM; 370,000 tested, 1.8% active;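 active = activation above a cutoff set at the mean of all screened compounds plus 3 SD, cut at about 10% in these data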;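 also: 0% = DMSO wells and 100% = sodium butyrate wells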
SMARCA2 activ = SMARCA2 (BRM) function activators, primary screen, cell-based, luminescence, high throughput; activation, % at 9.1 µM; AID 652017, 2013; 370,000 tested, 1% active; MG213 cells, MMTV-luciferase reporter, dexamethasone, overnight; in the data active = activation above about 7.8%;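 also: 0% = vehicle wells and 100% = reference activator wells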
PG9 binder = binders of HIV-1 gp120 antibody PG9, primary screen, biochemical, TR-FRET. HIV-1 gp120 / PG9 antibody interaction. TR-FRET gp120-PG9 antibody binding. 360,000 tested, 0.43% active. inhibition, % at 6.7 µM. AID 624416, 2012; in the data active = inhibition above about 8.5%
FXN GAA850 act = FXN promoter activators, primary screen, cell-based, luciferase luminescence, HEK293 lucGAA850; HEK293 lucGAA850 FXN promoter luciferase reporter, 24 h; percent of 10 µM SAHA response; 360,000 tested, 0.56% active; activation, % at 6 µM;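 active = activation above the average of all compounds screened plus 3 SD, cutoff fixed separately per campaign, cut at about 7.5% in these data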;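 also: 0% = DMSO wells and 100% = 10 µM SAHA wells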
Active calls of the source: *; / = no result given.

The line under a structure holds: DAX1 inh-1 | HGIII-sPLA2 inh | FXN GAA850 act | SMARCA2 activ | hgDAF-12 ag | PLCb3 inh | ssDAF-12 act | Rev-erbA mod | hcDAF12 agonist | PG9 binder | DAX1 inh-2
COc1ccc(-c2nc(SC(C)C(=O)Nc3ccc(NC(C)=O)cc3)n[nH]2)cc1 (stereo unspecified)
→ -1.8 | -10 | 1.9 | 4 | 5.2 | -4 | -0.9 | -7 | 1.5 | -2.6 | 1.4
C[C@H]1C[C@H]2[C@@H]3CCC4=CC(=O)C=C[C@]4(C)[C@@]3(Cl)[C@@H](O)C[C@]2(C)[C@@]1(O)C(=O)CO
→ 0.0 | -6 | 4.6 | -5 | -3.2 | 5 | -1.5 | 0 | -0.3 | 1.1 | 1.0
CN(C(=O)C1CCN(S(=O)(=O)c2cccs2)CC1)c1ccccc1
→ 0.0 | -1 | -0.9 | 1 | -2.5 | -3 | -1.9 | 8 | -0.6 | -0.3 | -1.0
CCN(CCNC(=O)C1CCN(S(=O)(=O)c2cccc3nsnc23)CC1)c1ccccc1
→ -1.0 | 3 | -0.6 | -2 | -3.7 | 3 | -1.3 | 0 | -1.4 | -2.5 | -0.8
CCC(=S)/C=C1\Sc2ccccc2N1CCCS(=O)(=O)O
→ 0.0 | -4 | 0.2 | 3 | -1.7 | 3 | -0.8 | 3 | -0.8 | -1.8 | -0.5
Cc1cc2ccccn2c1C(=O)c1cccc(F)c1
→ 0.0 | 1 | -0.8 | -1 | 0.4 | -13 | -1.2 | 2 | 0.7 | -1.0 | -0.7
CSc1nnc2c3ccccc3n(CCc3ccccc3)c2n1
→ -3.2 | 1 | -7.1 | -2 | -9.4 | -8 | -1.8 | 13 | -1.6 | 3.4 | -1.3
CCOC(=O)N1C(=O)C[C@](Sc2ccc(C)cc2)(C(=O)OC)[C@H]1c1ccccc1
→ / | 7 | / | -2 | -2.9 | 3 | -0.7 | -7 | 0.4 | -0.8 | -2.3
O=C1NC(=S)N/C1=C\c1cccc([N+](=O)[O-])c1
→ 0.6 | 20* | -0.9 | -4 | -0.1 | 0 | -0.8 | -1 | 3.4 | 0.0 | 0.3
O=[N+]([O-])c1cccc(S(=O)(=O)NCCc2cccs2)c1
→ -1.3 | -2 | -1.4 | -2 | 0.2 | -6 | -1.4 | 1 | -0.1 | -0.7 | -0.5
C=CCN(CC#CC(=C)C)Cc1ccccc1
→ / | 9 | / | -3 | -0.8 | 0 | -1.6 | 1 | -4.8 | / | 0.0
CCn1c(SCC(=O)Nc2cccc(NC(C)=O)c2)nnc1-c1ccco1
→ -1.8 | 2 | 0.8 | 0 | 0.1 | -2 | -0.3 | 3 | -0.7 | -0.8 | 0.1
CCCc1nn2c(=O)cc(CSCC(=O)Nc3ccc(C)cc3)nc2s1
→ 1.7 | 5 | -1.8 | 0 | 0.8 | -9 | -1.0 | 1 | -0.2 | -1.2 | -0.6
CCN(CC)CCn1c(NCc2nc3ccccc3n2Cc2ccccc2)nc2ccccc21
→ 0.3 | -5 | -12 | 9.0* | -3.7 | 2 | -1.9 | 4 | -1.8 | -0.6 | -0.6
COc1ccc2nc(NC(=S)NC(=O)c3ccco3)sc2c1
→ 0.9 | 1 | 5.7 | 3 | 11* | -6 | 0.4 | -13 | 3.0 | -2.4 | 1.3
Cc1csc2ncnc(N3CCN(C(=O)Nc4ccc(OC(F)(F)F)cc4)CC3)c12
→ -4.8 | 3 | 0.5 | -7 | -6.5 | -7 | -2.8 | 3 | -3.8 | 2.5 | -0.7
COc1ccccc1N(C(=O)c1ccco1)C(C(=O)NC1CCCC1)c1ccc(N2CCOCC2)cc1 (stereo unspecified)
→ -0.2 | 3 | -0.9 | 1 | -0.6 | -7 | -1.4 | 6 | 0.5 | 2.1 | -0.2
COc1ccc(C(=O)NCC(=O)OCCCOC(=O)CNC(=O)c2ccc(OC)c(OC)c2)cc1OC
→ 0.8 | 10 | -1.3 | -3 | -1.4 | 5 | -0.5 | -1 | -1.2 | -4.3 | 2.1
C[C@]12c3[nH]c4ccc(Cl)cc4c3CCN1C(=O)[C@@H](CC(=O)NCCCn1ccnc1)C[C@@H]2C(=O)N1CCCCC1
→ 0.2 | -17 | 0.6 | 0 | -0.4 | 1 | -1.4 | -5 | -1.1 | -0.1 | 0.8
O=C(N[C@@H](Cc1ccccc1)C(=O)NC1CC1)c1ccc(Cl)cc1
→ 0.5 | 2 | 2.1 | -1 | 0.7 | -3 | -0.8 | -4 | -1.1 | -0.1 | 1.1

2 compounds picked at random from the list so far:
The line under a structure holds: DAX1 inh-1 | HGIII-sPLA2 inh | FXN GAA850 act | SMARCA2 activ | hgDAF-12 ag | PLCb3 inh | ssDAF-12 act | Rev-erbA mod | hcDAF12 agonist | PG9 binder | DAX1 inh-2
COc1ccccc1N(C(=O)c1ccco1)C(C(=O)NC1CCCC1)c1ccc(N2CCOCC2)cc1 (stereo unspecified)
→ -0.2 | 3 | -0.9 | 1 | -0.6 | -7 | -1.4 | 6 | 0.5 | 2.1 | -0.2
Cc1csc2ncnc(N3CCN(C(=O)Nc4ccc(OC(F)(F)F)cc4)CC3)c12
→ -4.8 | 3 | 0.5 | -7 | -6.5 | -7 | -2.8 | 3 | -3.8 | 2.5 | -0.7

Other compounds
The line under a structure holds: DAX1 inh-1 | HGIII-sPLA2 inh | FXN GAA850 act | SMARCA2 activ | hgDAF-12 ag | PLCb3 inh | ssDAF-12 act | Rev-erbA mod | hcDAF12 agonist | PG9 binder | DAX1 inh-2
CN1CCN(S(=O)(=O)c2ccc(-c3ccccc3)cc2)CC1
→ 0.7 | -5 | -1.1 | 0 | 0.8 | -1 | -1.3 | -2 | -0.2 | 0.5 | -0.3
CCCN(CC(=O)Nc1ccccc1C)C(=O)c1cccc(S(=O)(=O)N2CCc3ccccc3C2)c1
→ -0.2 | -20 | -3.3 | -2 | -3.1 | -7 | -0.5 | 3 | -0.6 | -4.6 | -1.7
Cc1cccc(N(C)C(=O)CN(C)S(=O)(=O)c2ccc3c(c2)c(=O)n(C)c(=O)n3C)c1
→ -0.6 | 7 | 0.4 | -2 | -1.1 | -1 | -1.0 | -1 | 2.9 | -1.4 | -1.9
CCCCC(=O)N1CCCC(c2nc(-c3cccc(OC)c3)no2)C1 (stereo unspecified)
→ 1.6 | -5 | 3.8 | 2 | 15* | 3 | -1.4 | 4 | 0.9 | -2.6 | 1.5
Cc1cccc(-c2nc(S(=O)(=O)c3ccc(F)cc3)c(NCCCN3CCOCC3)o2)c1
→ 0.2 | -9 | 0.2 | 0 | 0.4 | -11 | -1.4 | -10 | -1.3 | -3.0 | 1.1
CCCCOc1ccc(C(=O)NN2C(=O)NC3(CCCCC3)C2=O)cc1OC
→ -2.1 | 10 | -0.5 | 0 | -0.4 | -4 | -0.5 | -4 | 0.0 | -0.9 | 0.8
COC(=O)N1CC(C)N(C(=O)OC)CC1C (stereo unspecified)
→ 0.9 | 6 | -1.2 | 2 | -2.2 | 2 | -0.8 | 1 | 0.8 | -0.1 | -0.5
CCOC(=O)/C(=N\Nc1ccc(C(C)=O)cc1)c1csc(Nc2ccccc2)n1
→ 0.6 | 6 | 4.2 | -2 | 0.1 | -15 | -1.4 | -3 | 1.9 | -0.8 | -0.9
COC(=O)[C@]12C[C@H](CC(=O)NCC3CCCCC3)C(=O)N(CCc3ccc(OC)c(OC)c3)C1=C[C@H](COCc1ccccc1)O[C@@H]2C
→ / | -6 | / | -1 | 0.7 | 5 | -0.8 | 3 | 2.4 | / | 1.1
CCCSc1nnc(Sc2nnnn2-c2ccccc2)s1
→ -0.5 | 1 | -7.7 | -6 | -1.9 | 0 | 0.0 | 8 | 3.5 | -0.9 | -1.6
Fc1ccc(N2CCN(Cc3cnc(Cl)s3)CC2)cc1
→ -0.8 | -2 | 0.4 | -1 | -2.8 | -3 | -1.4 | -4 | -1.6 | 1.3 | -1.2
CCn1nnc(NC(=O)c2ccc([N+](=O)[O-])o2)n1
→ 0.5 | 4 | -0.8 | 6 | -3.1 | 5 | -0.9 | 1 | 2.4 | -3.8 | -2.7
Cc1ccc(NC(=O)N2CCCC2C(=O)Nc2ccc3c(c2)OCO3)cc1 (stereo unspecified)
→ -1.0 | -2 | 2.0 | 0 | -0.6 | -3 | -1.1 | 0 | 0.1 | -0.2 | 0.5
O=C/C(=C\Nc1ccc(S(=O)(=O)CCO)cc1)c1nc2cc(Cl)ccc2o1
→ 0.1 | -1 | 1.8 | 2 | 2.8 | -23 | 0.7 | 0 | 3.9 | 0.5 | 0.9
C[C@@H]1CN([C@H](C)CO)S(=O)(=O)c2ccc(Br)cc2O[C@@H]1CN(C)C(=O)CN1CCOCC1
→ 1.7 | 6 | 0.0 | -3 | -1.7 | 3 | -0.8 | 1 | 2.8 | -0.8 | 1.6
Cc1nc(SCC(=O)NCC2CCCO2)c2oc3ccccc3c2n1 (stereo unspecified)
→ -0.6 | 2 | 3.6 | -2 | -2.8 | -1 | -1.5 | -3 | -1.5 | -4.2 | 0.2
O=C(Nn1cnnc1)c1cc2cc(Br)ccc2oc1=O
→ 1.8 | 4 | 3.3 | -4 | -3.1 | -6 | -1.1 | 2 | -1.6 | -0.8 | -0.3
Cc1ccc(N(C)S(=O)(=O)c2cccc(C(=O)NNC(=O)c3ccncc3)c2)cc1
→ -0.8 | -7 | 1.4 | -4 | 0.1 | -3 | -0.6 | -1 | 1.2 | -1.2 | -0.6
Cc1ccc(NS(=O)(=O)c2cc(N)ccc2Cl)c(C)c1
→ -0.9 | 4 | -0.5 | 3 | -3.9 | 6 | -1.7 | 5 | -1.3 | 0.0 | 0.1
Cn1cc(-c2cnc3c(NC=O)cc(-c4cccc(C(F)(F)F)c4)cn23)cn1
→ / | 13 | 0.9 | 0 | -4.9 | -111 | -2.3 | -2 | -2.6 | 1.2 | -3.2
O=C(COc1ccccc1[N+](=O)[O-])N/N=C/C=C/c1ccco1
→ 0.0 | -11 | 0.5 | 4 | 0.1 | -29 | -0.7 | -3 | -0.8 | -3.3 | 0.2
N=C1C(=O)OCC1c1ccccc1NC(=O)c1ccccc1 (stereo unspecified)
→ -1.3 | 12 | 1.1 | -3 | -0.2 | -39 | -0.1 | -2 | 4.4 | 1.1 | -0.1
COc1cc(NC(=O)Nc2ccc(C)cc2)cc([N+](=O)[O-])c1
→ -2.7 | -9 | 0.1 | 2 | 1.3 | 4 | -0.9 | 3 | 0.1 | -1.0 | 0.4
NC(=S)Nc1ccc(Oc2ccc(NC(N)=S)cc2)cc1
→ 0.1 | 18 | 0.1 | 2 | -1.4 | -1 | -1.3 | 3 | -0.8 | -0.4 | -2.1
